APP transl inh: APP translation inhibition. SH-SY5Y APP 5'UTR-luciferase reporter, luminescence. inhibition, % at 2 µM. 0.82% of 190,000 active. AID 1285;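 active = inhibition above a set limit, derived from the sample mean plus 3 SD, cut at about 45% in these data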; note: values of inactives mirror those of a sister screen read the other way
FLuc act counter: affects firefly luciferase, flagging false hits in luciferase stimulation screens; P08659; ATPlite luciferase biochemical, luminescence, 10 min; 0 = ATP-free wells, 1 = DMSO control; activation factor at 10 µM; 200,000 tested, under 10 active;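 active = luciferase activation factor, scaled between plate controls, of at least 2 with compound at 10 µM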
Target sequence (P08659 whole entry, looked up): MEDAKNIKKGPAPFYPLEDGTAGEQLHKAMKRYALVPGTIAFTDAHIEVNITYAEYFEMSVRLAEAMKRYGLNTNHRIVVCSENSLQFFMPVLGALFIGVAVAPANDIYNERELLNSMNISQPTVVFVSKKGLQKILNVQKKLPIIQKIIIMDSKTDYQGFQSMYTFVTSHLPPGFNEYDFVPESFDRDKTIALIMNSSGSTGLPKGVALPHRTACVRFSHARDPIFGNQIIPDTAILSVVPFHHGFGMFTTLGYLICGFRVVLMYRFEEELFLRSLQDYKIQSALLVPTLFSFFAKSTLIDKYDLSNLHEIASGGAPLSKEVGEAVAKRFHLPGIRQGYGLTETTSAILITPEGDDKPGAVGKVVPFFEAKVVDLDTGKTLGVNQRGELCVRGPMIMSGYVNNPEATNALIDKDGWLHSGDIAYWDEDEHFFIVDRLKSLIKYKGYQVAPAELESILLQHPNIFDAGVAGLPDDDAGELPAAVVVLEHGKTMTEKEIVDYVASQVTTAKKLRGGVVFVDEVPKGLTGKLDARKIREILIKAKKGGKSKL
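System: luciferase plus luciferin reagent, cell-free; medium: PBS as buffer for the ATP substrate; dosing: test compounds dosed from 2 mM stocks in 100% DMSO; timing: 10 min post-reagent at room temperature; measured by: luminescence measurement of luciferase light output; evaluation: luciferase activation, seen as luminescence increase over controls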
STAT1 blocker: inhibitors of IFN-gamma induced STAT1 signaling. NIH 3T3 STAT1-luciferase reporter, luminescence. inhibition, % at 5.5 µM. 0.35% of 200,000 active;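 active = inhibition above a set limit, the mean inhibition across all tested compounds plus 3 SD, cut at about 34% in these data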;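 note: 0% = IFN-gamma with DMSO and 100% = IFN-gamma with 300 µM nifuroxazide; values of inactives mirror those of a sister screen read the other way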
NF-kB expr up: compounds increasing NF-kB expression in human neuronal cells | NF-kB reporter expression; active compounds read high | fold change at 12.5 µM | 1.6% of 190,000 active; in the data active = fold change above about 3.3
APP 5'UTR act: APP 5'UTR luciferase reporter activation. SH-SY5Y APP 5'UTR luciferase reporter, luminescence; zero percent = DMSO vehicle wells. activation, % at 2 µM. 1% of 190,000 active. AID 1276;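 active = activation above a set limit, based on mean plus 3 SD of controls, cut at about 140% in these data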; note: values of inactives mirror those of a sister screen read the other way
FLuc inh counter: inhibits firefly luciferase, flagging false hits in luciferase inhibition screens; P08659; ATPLite firefly luciferase biochemical luminescence, 10 min; inhibition, % at 10 µM; 1.5% of 200,000 active;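 active = inhibition above about 50% when tested at 10 µM, limit read from the data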
STAT3 inh: STAT3 signaling inhibition | 0.89% of 190,000 active | U3A cells, IL-6 STAT3-luciferase reporter, luminescence; host cell line lacks STAT1 | inhibition, % at 5.5 µM;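 active = inhibition above the mean inhibition across all screened compounds plus 3 SD, cut at about 44% in these data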;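 note: 0% = DMSO only wells and 100% = 100 µM nifuroxazide control wells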
STAT3 act: STAT3 signaling activation; 0.91% of 190,000 active; activation (% of control), % at 5.6 µM; U3A cells, IL-6 STAT3-luciferase reporter, luminescence; 100% = signal with IL-6 EC80 alone;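 active = activation above the screen-wide mean of compound activation plus 3 SD, cut at about 130% in these data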;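 note: 0% = background luminescence of wells with medium and substrate only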
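Material: STAT1-lacking human U3A cells, STAT3 luciferase reporter | Benchmarks: IL-6-only wells as 100% reference | Probe or stimulus: IL-6 (33 ng/mL) | Timing: Compound 1 h, then IL-6 6 h at 37 °C | Detection: Luminescence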
ROMK mod: modulates human ROMK potassium channel activity; P48048; Tet-inducible ROMK, thallium flux fluorescence; actives lie on both sides; B-score at 10 µM; 2% of 130,000 active; AID 1918;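 active = signal ratio slope over the read window, or its plate-corrected B-score, at least 3 SD from the plate mean, either direction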;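 note: B-score of the F/F0 ratio slope over 7 to 12 s after thallium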
Target sequence (P48048 whole entry, looked up): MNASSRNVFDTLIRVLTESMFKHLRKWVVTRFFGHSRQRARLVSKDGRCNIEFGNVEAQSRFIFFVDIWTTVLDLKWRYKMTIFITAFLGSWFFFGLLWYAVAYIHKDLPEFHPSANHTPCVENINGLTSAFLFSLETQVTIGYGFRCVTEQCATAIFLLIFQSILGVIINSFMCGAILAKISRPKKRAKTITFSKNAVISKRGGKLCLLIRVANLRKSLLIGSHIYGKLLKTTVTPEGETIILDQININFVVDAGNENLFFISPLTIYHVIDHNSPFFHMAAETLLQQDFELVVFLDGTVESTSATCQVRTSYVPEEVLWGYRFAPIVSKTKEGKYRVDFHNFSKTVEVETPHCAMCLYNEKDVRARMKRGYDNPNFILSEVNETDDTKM
STAT1 act: increases IFN-gamma driven STAT1 reporter signal. NIH 3T3 STAT1-luciferase reporter, luminescence; 100% = IFN-gamma alone, no compound. activation (% of control), % at 5.5 µM. 2.6% of 200,000 active. AID 932;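 active = activation above the screen-wide mean activation plus 3 SD, cut at about 130% in these data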;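 note: raw ratio to IFN-gamma control signal so 100% means no change and 0% no light; values of inactives mirror those of a sister screen read the other way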
An asterisk follows results filed as active; x = not tested or not shown.

1. Cn1nnnc1SCc1nc2ccccc2[nH]1
2. COc1ccc(CN2CCNC(=O)C2CC(=O)NCc2ccc(C)s2)c(OC)c1 (configuration not stated)
3. CCCC(=O)Nc1ccccc1NC(=O)CCC
4. COc1cccc2c1OCC/C2=N\NC(=O)C(C)Oc1ccc([N+](=O)[O-])cc1 (configuration not stated)
5. CCOC(=O)c1cc(OC(=O)c2ccccc2)n(-c2ccccc2)n1
6. Cc1cccc(C)c1OCC(=O)N=Nc1c(O)[nH]c2ccc(Br)cc12
7. O=C(CSc1ccc(-c2ccco2)nn1)NC1CCCCC1
8. CCOc1cc(N2CCOCC2)c(OCC)cc1NC(C)C(=O)N1CCC(C)CC1 (configuration not stated)
9. C=CCn1c(SCC(=O)c2ccc(Cl)s2)nc2ccccc2c1=O
10. CC1=C(C(N)=O)C(c2cccnc2)n2nc(-c3cccc(C)c3)nc2N1 (configuration not stated)

compound no. | 1 | 2 | 3 | 4 | 5 | 6 | 7 | 8 | 9 | 10
APP transl inh | -20 | 13 | -5 | 15 | -9 | -2 | 10 | -13 | 1 | -4
FLuc act counter | 1.1 | 1 | 1.1 | 1 | 1.1 | 1 | 0.9 | 1 | 1 | x
STAT1 blocker | -10 | 4 | 3 | -7 | 7 | 1 | -2 | -3 | 6 | 8
NF-kB expr up | 1.6 | 0.88 | 1 | 0.98 | 1 | 0.64 | 1.1 | 0.82 | 2.7 | 0.98
APP 5'UTR act | 19 | -13 | 5 | -15 | 9 | 2 | -10 | 13 | -1 | 4
FLuc inh counter | -7 | -3 | -8 | -1 | -8 | -2 | 8 | -4 | -3 | x
STAT3 inh | -7 | 5 | -11 | 4 | 8 | 14 | 2 | 11 | 9 | 8
STAT3 act | 108 | 101 | 112 | 101 | 97 | 93 | 101 | 95 | 93 | 97
ROMK mod | -0.05 | -0.18 | 0.11 | -0.85 | 0.24 | 0.0077 | x | x | x | 0.053
STAT1 act | 109 | 96 | 97 | 106 | 94 | 99 | 100 | 102 | 94 | 92

11. Cc1ccc2c(c1)N(C(C)C(=O)NCc1cccs1)C(=O)CO2 (configuration not stated)
12. COc1ccc2ccc3c(c2c1)N=CC1(O3)N(C)c2ccccc2C1(C)C (configuration not stated)
13. Cc1cccc(C)c1NC(=O)CNc1ncnc2sc(C)c(C)c12
14. CC1(C)CC(CCNC(=O)c2ccco2)CC(C)(C)N1
15. Cc1ccc(OCC(=O)N/N=C\c2cn(C)c3ccccc23)c([N+](=O)[O-])c1
16. CCOc1cc(/C=N/NC(=O)CSc2nncn2C)ccc1OC(=O)c1ccc(Cl)cc1
17. Cc1ccc(N=CC=C2OC(C)(C)C(C)(C)O2)cc1
18. Cc1ccc(S(=O)(=O)N2CCCOC2)cc1
19. O=C(c1cnc(N2CCN(c3ncccn3)CC2)c2ccccc12)N1CCN(c2ccccn2)CC1
20. CC(=O)Nc1ccn(-c2ccccc2)n1

compound no. | 11 | 12 | 13 | 14 | 15 | 16 | 17 | 18 | 19 | 20
APP transl inh | -21 | 3 | 11 | -2 | -14 | 4 | -25 | 15 | -2 | -14
FLuc act counter | 1 | 1.1 | 1 | 1 | 1.1 | 1.1 | 1 | 1.1 | 1 | 1
STAT1 blocker | 3 | 22 | -5 | 0 | 2 | -5 | -10 | 2 | 5 | -11
NF-kB expr up | 1 | 1.1 | 1.6 | 1.3 | 1 | 1.1 | 1.3 | 1.1 | 0.37 | 1.3
APP 5'UTR act | 21 | -3 | -11 | 2 | 14 | -4 | 25 | -15 | 2 | 14
FLuc inh counter | -5 | -6 | -1 | -1 | -7 | -6 | 2 | -5 | 0 | 1
STAT3 inh | 4 | 6 | 1 | -2 | 6 | 19 | 15 | 6 | 16 | 7
STAT3 act | 104 | 96 | 96 | 105 | 99 | 84 | 87 | 100 | 88 | 97
ROMK mod | 0.25 | 0.69 | x | -0.38 | 1.1 | -0.59 | x | -0.82 | -0.54 | 0.062
STAT1 act | 96 | 80 | 105 | 100 | 99 | 104 | 109 | 98 | 95 | 111

An excerpt from above with just APP transl inh, APP 5'UTR act and STAT1 act:
entry | structure | APP transl inh | APP 5'UTR act | STAT1 act
15 | Cc1ccc(OCC(=O)N/N=C\c2cn(C)c3ccccc23)c([N+](=O)[O-])c1 | -14 | 14 | 99
16 | CCOc1cc(/C=N/NC(=O)CSc2nncn2C)ccc1OC(=O)c1ccc(Cl)cc1 | 4 | -4 | 104

Quoted at random: 4 records from the list
20. CC(=O)Nc1ccn(-c2ccccc2)n1
18. Cc1ccc(S(=O)(=O)N2CCCOC2)cc1
19. O=C(c1cnc(N2CCN(c3ncccn3)CC2)c2ccccc12)N1CCN(c2ccccn2)CC1
16. CCOc1cc(/C=N/NC(=O)CSc2nncn2C)ccc1OC(=O)c1ccc(Cl)cc1

compound no. | 20 | 18 | 19 | 16
APP transl inh | -14 | 15 | -2 | 4
FLuc act counter | 1 | 1.1 | 1 | 1.1
STAT1 blocker | -11 | 2 | 5 | -5
NF-kB expr up | 1.3 | 1.1 | 0.37 | 1.1
APP 5'UTR act | 14 | -15 | 2 | -4
FLuc inh counter | 1 | -5 | 0 | -6
STAT3 inh | 7 | 6 | 16 | 19
STAT3 act | 97 | 100 | 88 | 84
ROMK mod | 0.062 | -0.82 | -0.54 | -0.59
STAT1 act | 111 | 98 | 95 | 104

(continued)
21. CCCOc1ccc(C(=O)C(c2ccccc2)N2CCOCC2)cc1 (configuration not stated)
22. CC(=O)Nc1ccc(S(=O)(=O)N2CCN(Cc3ccncc3)CC2)cc1
23. CC(C)NC(=O)Cn1nnc(-c2ccc(Cl)cc2)n1
24. O=C(CN1C(=O)CSc2ccc(S(=O)(=O)N3CCOCC3)cc21)NCCCN1CCOCC1
25. C/C(CCc1oc2ccc(Cl)cc2c1-c1ccc(C)o1)=N\O
26. O=C(Nc1cccc([N+](=O)[O-])c1)c1ccc(N2CCCC2=O)cc1
27. CCOc1ccc(NC(=O)CS(=O)(=O)c2cn(CC)c3ccccc23)cc1
28. O=C(NCc1ccco1)C(=O)NCC1OCCCN1S(=O)(=O)c1ccccc1 (configuration not stated)
29. COc1ccc(CC(=O)N2CC(=O)N(CCc3ccccc3)C(=O)C2)cc1
30. CCC(CC)NC(=O)c1cccc([N+](=O)[O-])c1C

compound no. | 21 | 22 | 23 | 24 | 25 | 26 | 27 | 28 | 29 | 30
APP transl inh | 4 | -14 | -5 | -9 | -13 | -37 | -5 | -7 | -7 | -22
FLuc act counter | 1 | 1.1 | 1 | 1 | 1.1 | 1 | 1.1 | 1 | 1 | 1.1
STAT1 blocker | 4 | 4 | 2 | -9 | -4 | -14 | -3 | 3 | 0 | 9
NF-kB expr up | 1.2 | 0.81 | 1.1 | 1 | 1.1 | 1.1 | 1.1 | 1 | 1.3 | 1.4
APP 5'UTR act | -4 | 15 | 5 | 9 | 13 | 37 | 5 | 7 | 7 | 22
FLuc inh counter | -2 | -6 | -4 | -4 | -7 | 1 | -5 | -2 | -1 | -5
STAT3 inh | 5 | 3 | 4 | 12 | 16 | 26 | 3 | -4 | 0 | -2
STAT3 act | 99 | 101 | 101 | 96 | 89 | 84 | 105 | 101 | 104 | 106
ROMK mod | x | 0.9 | 0.11 | 0.82 | 0.065 | -2.2 | x | 0.4 | -1.7 | 0.32
STAT1 act | 96 | 96 | 98 | 108 | 103 | 112 | 103 | 99 | 100 | 92

31. CC(=O)c1c(C)nn(CCC(=O)O)c1C
32. O=C1/C(=C/c2cccs2)SC(=S)N1c1ccccc1
33. C/C(=N\NC(=O)CN(c1ccc(Oc2ccccc2)cc1)S(C)(=O)=O)C(C)(C)C
34. COc1cc(OC)cc(-c2nc(=S)n3ccsc3n2)c1
35. Cc1cccc(C)c1NC(=O)COC(=O)CSc1nnc(N)s1
36. COc1ccc(N2CCN(C(CNC(=O)C(=O)NCCCn3ccnc3)c3cccnc3)CC2)cc1 (configuration not stated)
37. Cc1ccc(OCC(=O)c2c[nH]c3ccccc23)c([N+](=O)[O-])n1
38. COc1ccc(CCNc2nc(C)cc(=O)[nH]2)cc1OC
39. COc1cc(/C=N/NC(=O)CCc2n[nH]c(=O)[nH]c2=O)ccc1O
40. CCn1c(CSc2nnc(-c3ccncc3)n2CCOC)nc2cc(C(=O)O)ccc21

compound no. | 31 | 32 | 33 | 34 | 35 | 36 | 37 | 38 | 39 | 40
APP transl inh | 7 | 4 | 8 | -4 | -8 | 3 | -13 | 5 | -9 | 3
FLuc act counter | 1.1 | 1 | 1 | 1 | 1 | 1 | 1 | x | 1.1 | 1.1
STAT1 blocker | 0 | 0 | -6 | -9 | 0 | 1 | -19 | -1 | 5 | -4
NF-kB expr up | 0.85 | 1.1 | 0.96 | 1 | 0.83 | 1.1 | 1.1 | x | 0.94 | 1.3
APP 5'UTR act | -7 | -4 | -8 | 4 | 8 | -3 | 13 | -5 | 9 | -3
FLuc inh counter | -10 | -3 | -4 | -2 | 0 | -5 | 3 | x | -7 | -7
STAT3 inh | 8 | 19 | 1 | -6 | 10 | 7 | -59 | -2 | 7 | 6
STAT3 act | 97 | 87 | 106 | 111 | 95 | 95 | 158* | 103 | 93 | 97
ROMK mod | x | x | -0.027 | 0.02 | x | 0.0041 | -0.83 | 0.45 | x | 0.8
STAT1 act | 100 | 100 | 104 | 108 | 100 | 99 | 116 | 101 | 96 | 103

41. CCOC(=O)N1CCN(c2ccc(N3C(=O)CCCC3=O)cc2[N+](=O)[O-])CC1
42. O=C(Nc1ncc(Cc2ccc(Cl)cc2Cl)s1)c1ccc([N+](=O)[O-])cc1
43. Cc1ccc(Nc2nc(N)c([N+](=O)[O-])c(N3CCOCC3)n2)cc1C
44. CCOC(=O)c1c(NC(=O)CSc2c[nH]c3ccccc23)sc2c1CCCC2
45. CCC1CCCCN1C(=O)CCc1nnc(Cc2c[nH]c3ccccc23)o1 (configuration not stated)
46. Cc1c(NC(=O)CN2CCCC(C)C2)ccc2nsnc12 (configuration not stated)
47. CCOC(=O)CSc1nc2ccccc2c(=O)n1C
48. Nc1nonc1/C(=N/O)N1CCCC1
49. COc1ccc(N2C(=O)C3C4C=CC(C5CC45)C3C2=O)c([N+](=O)[O-])c1 (configuration not stated)
50. CCCCNCCCCOc1ccccc1
51. Cc1cc(OCC(=O)Nc2cc(-c3nn4c(C)nnc4s3)ccc2C)ccc1Cl

compound no. | 41 | 42 | 43 | 44 | 45 | 46 | 47 | 48 | 49 | 50 | 51
APP transl inh | 2 | 1 | -5 | 10 | -7 | 0 | 11 | 0 | -17 | 15 | -11
FLuc act counter | 1.1 | 1 | 1 | 1.1 | 1.1 | 1.1 | 1 | 1.1 | 1 | 1 | 1
STAT1 blocker | 3 | -11 | -25 | -1 | 5 | 0 | -1 | -3 | -2 | 2 | -3
NF-kB expr up | 1.2 | 1.1 | 0.53 | 3.2 | 1.2 | 1.1 | 1 | 0.97 | 0.79 | 0.98 | 1.1
APP 5'UTR act | -2 | -1 | 5 | -10 | 7 | 0 | -11 | 0 | 17 | -15 | 11
FLuc inh counter | -7 | -3 | -2 | -8 | -7 | -6 | 1 | -8 | 1 | -4 | -4
STAT3 inh | 6 | -1 | 4 | -40 | -8 | 6 | 6 | 5 | 16 | 7 | 26
STAT3 act | 97 | 103 | 99 | 135* | 112 | 97 | 98 | 100 | 91 | 99 | 83
ROMK mod | -0.28 | 1.6 | x | -1.3 | 0.34 | 0.65 | -2 | x | -0.58 | -0.054 | x
STAT1 act | 97 | 110 | 122 | 101 | 95 | 99 | 101 | 103 | 102 | 98 | 102

Screening data (PubChem BioAssay)
